KDM5B inh: blocks human KDM5B histone demethylase activity. Q9UGL1. KDM5B demethylase, FDH-coupled NADH fluorescence (FDH is formaldehyde dehydrogenase). AID 1347165. 220,000 compounds, 2.6% hits. Potency, µM (doses to about 57.7 µM), without a hit: at the top dose activity change, negative = inhibition, most hits filed as inhibitors; active means well fitted inhibition curve with a large enough effect; inconclusive means small, poorly fitted or top-dose-only effect; inactive means no such curve, though single readings can be large or run the other way; further: 0% is about no effect; nearly all actives have a fitted effect of over 70% in size
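Here, H3K4me3 peptide (12.5 µM in substrate mix) is demethylated by KDM5BΔAP, 200 nM final, after 10 min compound exposure. Formaldehyde product is coupled through FDH (0.25 U/mL in mix) to NADH fluorescence; 30-min ΔRFU feeds dose-response curves.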
Starred values were filed as active, the others as inactive; i = inactive; ? = inconclusive; [ ] = remark or other dose. Potency means the concentration at half of the fitted maximal effect. This is a subset. The share of hits here may be higher or lower than overall.

No. | canonical_smiles | KDM5B inh
1 | CCOC(=O)c1sc(NC(=O)c2cc(Cl)ccc2F)nc1C | 7.4%
2 | O=C1CN(C(=O)CCC[C@@H]2[C@H]3CCCN4CCC[C@@H](CN2Cc2ccccc2)[C@@H]34)CCN1 | -28.7%
3 | Cc1ccc(NC(=O)CN2C(=O)NC3(CCCCC3)C2=O)c(C)c1 | 13.0%
4 | O=C(COCc1cc(-c2ccc3c(c2)OCO3)on1)N1CCN(c2cccc(C(F)(F)F)c2)CC1 | ?
5 | Cc1c(-c2ccc(Cl)cc2)c(=O)oc2ccc(OS(=O)(=O)c3ccccc3)cc12 | -0.1%
6 | N#Cc1cccc(NC(=O)CN2C(=O)NC(c3ccc(Cl)cc3)C3=C2COC3=O)c1 (stereo not drawn) | -27.6%
7 | CC(C)c1nc2cc(NC(=O)C[C@H]3NC(=O)c4ccccc4NC3=O)ccc2n1C | -8.1%
8 | COCc1cc(N2CCc3onc(-c4cccc5ccccc45)c3C2)ncn1 | 28.2µM*
9 | N#Cc1ccc(-c2nc3ccccc3s2)cc1 | -24.0%
10 | CCn1nnc(NC(=O)c2cc3ccccc3cc2OC)n1 | i
11 | Cc1nc(C)c(C(=O)N2CCC(CC(=O)N(C)Cc3ccccc3)C2)s1 (stereo not drawn) | -9.4%
12 | COC(=O)c1ccc(COC(=O)c2cc(OC)ccc2Br)cc1 | 24.1%
13 | CNCc1cccc(OC(F)(F)F)c1 | -7.7%[230 µM]
14 | CC(C(=O)N(C)CC(=O)Nc1ccccc1C(F)(F)F)N(C)Cc1cccc(F)c1 (stereo not drawn) | 10.4%
15 | COc1ccc(CN2C(=O)CO[C@H]3CN(C4CCC4)C[C@H]32)cc1 | -34.5%[86.2 µM]
16 | Cc1ccc(NC(=O)Cn2c(-c3cccc(Cl)c3)nc(C)c(CCO)c2=O)cc1 | -7.5%
17 | CCCCNc1nc2ccccc2nc1NS(=O)(=O)c1cccc(C)c1 | ?
18 | CC(C)c1noc(-c2cccn3c(CNC(=O)c4cc(F)ccc4Cl)nnc23)n1 | 22.4µM*
19 | COCCN1C(=O)C(O)=C(C(=O)c2ccc(C)o2)C1c1ccc(O)c(OC)c1 (stereo not drawn) | -14.1%
20 | CN(C)C(=O)c1ccc(OC2CCN(C(=O)C3CCCCC3)CC2)nc1 | 28.1%
21 | O=C1NC2(CCCN(CC3CCCCC3)C2)Oc2ccccc21 (stereo not drawn) | -23.6%[86.2 µM]
22 | CN(C)c1ccc(NC(=O)CC(NCc2cccnc2)C(=O)O)cc1 (stereo not drawn) | -17.7%
23 | COc1ccccc1C(=O)Nc1ccnn1C1CCN(C(=O)CN)CC1 | -11.3%
24 | CCc1ccc(CNC(=O)c2ccc(CS(=O)(=O)Cc3cccc(C)c3)o2)cc1 | -12.3%
25 | CCOc1ccc(NC(=O)Nc2cc3c(cc2N2CCCCC2)n(C)c(=O)n3C)cc1 | ?
26 | O=C1CC2CCN(C(=O)c3ccc4c(c3)OC(F)(F)O4)CC2CCN1 (stereo not drawn) | 12.7%[115 µM]
27 | COC(CNc1ccc([N+](=O)[O-])c(NCC(OC)OC)c1C#N)OC | 16.6%
28 | O=C1COc2ccc(OCC3CC3)nc2CN1Cc1ccccc1 | -4.1%[86.2 µM]
29 | COc1ccc(C2Cn3cnc(C(=O)N4CCC(C(=O)NCC5CC5)CC4)c3CO2)cc1 (stereo not drawn) | 22.8%
30 | COc1ccc(Sc2nn3c(=O)cc(C)nc3s2)cc1 | 14.9%

Next entries:
No. | canonical_smiles | KDM5B inh
31 | O=C(NCCN1CCCCC1)C(=O)Nc1cccc(N2CCCS2(=O)=O)c1 | -4.8%
32 | COc1cc(C(=O)CSc2ccc(Cl)cc2)cc(OC)c1OC | -9.4%
33 | COc1ccc(C(=O)c2oc3ccccc3c2NC(=O)COc2ccc(C)cc2)cc1 | ?
34 | Cc1ccc(S(=O)(=O)Cc2nc(-c3ccc(C(=O)NC4CCCC4)cc3)oc2C)cc1 | ?
35 | COc1ccc(-c2cc(C[C@H]3CNCC[C@H]3CC(=O)NCc3ccccc3OC)no2)cc1 | 53.5%[activator]
36 | Cc1nn(Cc2ccccc2)c(C)c1[C@@H]1C=C[C@@H](NC(=O)c2cccs2)C1 | -23.2%[86.2 µM]
37 | O=C1c2ccccc2-c2cc(NCc3ccccc3)nc3cccc1c23 | -22.4%
38 | O=C1Nc2ccccc2O[C@H]2C[C@@H]1N(C1CCCC1)C2 | 6.7%[115 µM]
39 | Cc1cc(C)cc(C(=O)N2CCN(c3cc(-c4ccc(Cl)cc4)[nH]n3)CC2)c1 | ?
40 | Cc1ccccc1C(=O)N1CCN(Cc2cccc3cccnc23)CC1 | 7.2%
41 | O=C(/C=C/c1cn(CC(O)CN2CCCCC2)c2ccccc12)c1ccccc1 (stereo not drawn) | -14.7%
42 | CCc1cccc(C)c1NC(=O)C(C)n1c2ccccc2c2nc(=O)cc(C)n21 (stereo not drawn) | ?
43 | COc1ccc(Nc2nc(N3CCN(c4ccccc4)CC3)c3nccnc3n2)cc1 | 15.5%
44 | CCn1nccc1C(=O)N1[C@@H]2CC[C@H]1CC(NC(=O)c1cnc(C)cn1)C2 (stereo partly drawn) | -13.1%
45 | O=C(c1ccccc1Cl)N1CCC(N2CC3CCCN3C2=O)CC1 (stereo not drawn) | 1.5%
46 | COc1ccccc1-[n+]1c(C)cc(/C=C2\Sc3ccccc3N2C)cc1C | -14.8%
47 | CCCCOc1ccc(CNC(=O)c2cccc(NC(=O)N3CCSc4ncccc43)c2)cc1 | ?
48 | CNC(=O)NC(=O)CN(C)C1CCCC1 | -10.8%
49 | CCCc1nc(SC)ncc1C(=O)Nc1ccc(Cl)cc1C | 0.8%
50 | COc1ccc(-c2oc3ncn4nc(-c5ccccc5C)nc4c3c2-c2ccc(OC)cc2)cc1 | -14.6%[11.5 µM]
51 | CN(C)C(=O)CN1CCN(C(C(=O)O)c2c(-c3ccccc3)[nH]c3ccccc23)CC1 (stereo not drawn) | ?
52 | CCNS(=O)(=O)c1cccc(C(=O)N2CCCC2c2ccc(OCC)cc2)c1 (stereo not drawn) | -16.3%
53 | N#Cc1ccc(N2CCC(C(=O)Nc3cccc(S(=O)(=O)N4CCCC4)c3)CC2)nc1 | 1.0%
54 | COc1ccccc1CCNC(=O)CCc1c(C)c2cc3c(C)coc3c(C)c2oc1=O | -24.0%
55 | NC(=O)C1CCN([C@H]2[C@@H]3OC[C@@H](O3)[C@@H](NCc3ccc(F)cc3)[C@@H]2O)CC1 | -8.2%[86.2 µM]
56 | CC(C)C(C)NC(=O)COc1ncnc2c(Cl)cc(Cl)cc12 (stereo not drawn) | -26.6%
57 | Cc1ccc(S(=O)(=O)C(CNC(=O)COc2ccccc2)c2cccs2)cc1 (stereo not drawn) | ?
58 | COc1ccc(-c2noc([C@@H]3C[C@H](NS(=O)(=O)c4ccc5ccccc5c4)CN3C)n2)cc1 | ?
59 | CCn1cc(-c2nc3cc(S(=O)(=O)N4CCCC4)ccc3n2C)c(C)n1 | -32.4%
60 | CCN(CC1CCN(CCc2ccccc2C)CC1)C(=O)c1csc(C)n1 | -30.1%

A second format for some results above.
40. Cc1ccccc1C(=O)N1CCN(Cc2cccc3cccnc23)CC1
  KDM5B inh = 7.2%

31. O=C(NCCN1CCCCC1)C(=O)Nc1cccc(N2CCCS2(=O)=O)c1
  KDM5B inh = -4.8%

42. CCc1cccc(C)c1NC(=O)C(C)n1c2ccccc2c2nc(=O)cc(C)n21 (stereo not drawn)
  KDM5B inh = ?

41. O=C(/C=C/c1cn(CC(O)CN2CCCCC2)c2ccccc12)c1ccccc1 (stereo not drawn)
  KDM5B inh = -14.7%

The list goes on.
No. | canonical_smiles | KDM5B inh
61 | CCCCc1cc(=O)oc2cc(OC(C)C(=O)NCc3cccnc3)ccc12 (stereo not drawn) | ?
62 | O=C(Nc1ccc2c(c1)C(=O)N1CCC[C@H]1C(=O)N2)c1cc(-c2ccccc2)n[nH]1 | -13.3%
63 | COC(=O)[C@H](CC(C)C)N(Cc1cn(CC2CCCCC2)nn1)S(=O)(=O)c1ccccc1Br | ?
64 | O=C(c1ccc(Cl)s1)N1CCC(n2cnnc2-c2ccccc2)C1 (stereo not drawn) | -9.3%
65 | O=C(NCc1ccc2c(c1)OCO2)c1ccc(Br)s1 | 1.2%
66 | O=C(C1CC1)N1CCC2(CN[S+](=O)([O-])c3cnccc3O2)C1 (stereo not drawn) | 18.1%[149 µM]
67 | O=C(Nc1nnc(S(=O)(=O)N2CCCCC2)s1)c1ccc(Cl)cc1 | 1.7%
68 | COC(=O)c1ccccc1NC(=O)c1nn(-c2ccc(OC)cc2)c(=O)c2c1c1ccccc1n2C | -15.0%
69 | CCOCCn1c(-n2nc(C)c(C)c2C)nc2c1c(=O)[nH]c(=O)n2C | 5.3%
70 | Cc1ccc(S(=O)(=O)c2nc(-c3ccccc3Cl)oc2N2CCCCCC2)cc1 | ?
71 | Cc1ccc(N(C)C(=O)c2cc(S(=O)(=O)N3CCOCC3)cn2C)cc1 | -6.5%
72 | CC(C)(C)NS(=O)(=O)c1ccc2nc(NC(=O)c3cccnc3)sc2c1 | ?
73 | CCc1noc(C)c1C(=O)N1C[C@@H](C(=O)O)C[C@@H](C(=O)N2CCCC2)C1 | 12.0%
74 | COC(=O)CNC(=O)C1CCc2nnc(CNC(=O)NC(C)C)n21 (stereo not drawn) | 11.9%[149 µM]
75 | COc1ccc(-n2cccn2)c(CN2CCC3(CCNC(=O)CC3)CC2)c1 | -16.6%
76 | O=Cc1c(-c2cccc(Br)c2)[nH]c2ccccc12 | ?
77 | CC(=O)Nc1cccs1 | 18.8%
78 | COc1ccc(-c2csc(NC(=O)c3nn(C)c(=O)c4ccccc34)n2)cc1 | 3.6%
79 | Cc1cccc(C(=O)N2CCN(S(=O)(=O)N3CCCCC3)CC2)c1 | 32.8%
80 | COC(=O)CN1CCN(c2nc3c(c(=O)[nH]c(=O)n3C)n2Cc2ccc(Br)cc2)CC1 | 13.7%
81 | C=CCN1CCN(C(=O)C2CCCN(Cc3ccncc3)CCC(=O)NCC2)CC1 (stereo not drawn) | ?
82 | CCOc1ccc(/C=C/c2nc(C#N)c(NC3CCCCC3)o2)cc1 | 29.2%
83 | CC(CCc1ccccc1)NC(=O)c1cc(=O)[nH]c2ccccc12 (stereo not drawn) | -13.6%
84 | Cc1nc(C2CCCCN2C(=O)c2ccccc2F)n[nH]1 (stereo not drawn) | -10.4%
85 | CCOCCn1nc(C)cc1C(=O)N1CC(C)(C)[C@@](C)(O)C1 | 10.1%
86 | O=C(CC1=CCCCC1)N1CCC2(CC1)CC(O)CCO2 (stereo not drawn) | 0.6%
87 | CCn1cnc2c(=O)oc3ccc(S(=O)(=O)Nc4ccc(OC)cc4)cc3c21 | 5.6%
88 | CCOc1ccc(CC(=O)N2CCCC3(C2)Nc2cccnc2NC3=NC2CCCC2)cc1 (stereo not drawn) | 28.2µM*
89 | O=C(c1cc2cc(Cl)ccc2[nH]1)N(Cc1ccccc1)Cc1ccco1 | -24.1%
90 | COc1ccc(CC(=O)N[C@H]2[C@H](O)[C@H](O)C[C@@H]2c2ccc(C(F)(F)F)nc2)cc1 | -21.7%[86.2 µM]

The list goes on:
No. | canonical_smiles | KDM5B inh
91 | Cc1ccc(C)c(Cn2c(=O)n(C(C)C)c(=O)c3oc4ccccc4c32)c1 | -2.9%
92 | Cc1ccc(C)c(N(Cc2cc3ccc(C)cc3[nH]c2=O)C(=O)c2ccco2)c1 | ?
93 | O=C(CN1CCOCC1)Nc1ccc(F)cc1 | -0.5%
94 | COc1ccccc1CCNC(=O)CSc1nc(Cl)nc2nc[nH]c12 | -9.9%
95 | COc1ccc(C)cc1Nc1nc2ccccc2nc1NS(=O)(=O)c1cccc(C)c1 | -1.5%
96 | COc1cc2c(cc1NC(=O)COc1ccc(Br)c(C)c1)oc1ccccc12 | -9.8%
97 | COc1ccc(S(=O)(=O)c2c(O)c3ccc(C(=O)NCc4ccc(Cl)cc4)cc3[nH]c2=O)cc1 | 1.7%
98 | O=C(Cn1nc2c(cc1=O)CCCC2)NCCn1cnc2ccccc21 | 10.4%
99 | O=C(Nc1ccc([C@H]2OCC(=O)N(Cc3ccc(F)cc3)[C@@H]2CO)cc1)c1cccnc1 | 17.8%
100 | Clc1ccc(C2=Nn3c(Cn4nnc5ccccc54)nnc3SC2)cc1 | ?
101 | COC(=O)c1sc(S(=O)(=O)N2CCN(c3ccc(OC)cc3)CC2)c(C(=O)OC)c1C | -3.6%
102 | CCc1nc2c(c(-c3ccc(OC)cc3)n1)CN(C(=O)c1ccc(OC)cc1)CC2 | 17.4%[115 µM]
103 | Cc1ccc(-c2ocnc2C(=O)NCc2ccc(OC(C)C)cc2)s1 | ?
104 | COc1cccc(C(=O)Nc2ccc(C(=O)OCc3cc(=O)n4nc(C5CC5)sc4n3)cc2)c1 | ?
105 | Cc1ccc([N+](=O)[O-])cc1S(=O)(=O)NC(c1ccccc1)c1cccs1 (stereo not drawn) | -9.6%
106 | CCN(CC)Cc1cnc2c(C(=O)N(C)Cc3csc(C)n3)cnn2c1 | -24.0%
107 | C=CCNC(=O)N[C@H]1[C@H](O)[C@@H](N2CCCC2)[C@@H]2OC[C@H]1O2 | ?
108 | Cc1ccc(-c2nn(CCC(=O)NCc3ccccc3)c(=O)c3ccccc23)cc1 | 1.7%
109 | COc1cc(F)ccc1-c1cnc2n[nH]c(-c3sccc3C)c2n1 | -14.9%[86.2 µM]
110 | CCCCCc1ccc(-c2ccc(-c3ccc(/C=C/C#N)cc3)nc2)cc1 | ?
111 | Cc1ccc(CN2CCC[C@H]2c2nc(-c3ccc(OC4CCCCC4)nc3)no2)cc1 | -15.3%[86.2 µM]
112 | O=C(Nc1cccnc1)c1ccc(COc2ccccc2Br)cc1 | 8.8%
113 | O=C(Nc1cc(-n2cnnn2)ccc1Cl)c1ccc(Br)o1 | 16.5%
114 | O=C(c1ccc2cc[nH]c2n1)N1CCOCC1 | 126µM*
115 | COC(=O)Cc1cc(C)cc2c(=O)cc(-c3ccoc3)oc12 | ?

Values by screen from the entries so far:
Nos. 93 to 98 in KDM5B inh: -0.5%, -9.9%, -1.5%, -9.8%, 1.7%, 10.4%
